# Screens deposited in PubChem BioAssay by several laboratories.
# FadD28 FP inh – blocks FadD28 binding to the bisubstrate probe; fluorescence polarization; inhibition, % at 12.5 µM; actives 0.22% (n = 360,000); AID 588549; in the data active = inhibition above about 8.5%, passing the limit was not always enough; inconclusive = no clear call, values can overlap the other calls
# Anthrax LF inh2 – inhibitors of Bacillus anthracis lethal factor protease | actives 0.12% (n = 360,000) | inhibition, % at 10 µM | P15917 | multiplex microsphere protease cleavage assay, LF; also: plate controls were buffer without enzyme for full effect and enzyme alone for no effect
# PfHsp40 rescue – compounds rescuing yeast from Plasmodium falciparum HSP40 toxicity | S. cerevisiae expressing PfHsp40, growth rescue, ATP luminescence | growth rescue, % at 12.5 µM | actives 0.68% (n = 340,000) | AID 504582; in the data active = growth rescue above about 28%, passing the limit was not always enough; inconclusive = no clear call, values can overlap the other calls;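 also: yeast W303a lacking pdr1 and pdr3 grown in galactose medium; growth measured after three days at 30 °C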
# Mtb BioA inh – blocks M. tuberculosis BioA enzyme activity. purified M. tuberculosis BioA enzyme, plate reader. inhibition, % at 9.99 µM. actives 0.096% (n = 360,000). AID 602481; in the data active = inhibition above about 40%; inconclusive = no clear call, values can overlap the other calls
# FBA Mtb inh – Mtb fructose-bisphosphate aldolase inhibition; actives 2.3% (n = 360,000); P9WQA3; inhibition, % at 1 µM; AID 588726; purified M. tuberculosis FBA, fluorescence read-out; in the data active = inhibition above about 27%;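 also: 0% = vehicle and 100% = reference inhibitor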
# Target sequence (P9WQA3 whole entry, looked up): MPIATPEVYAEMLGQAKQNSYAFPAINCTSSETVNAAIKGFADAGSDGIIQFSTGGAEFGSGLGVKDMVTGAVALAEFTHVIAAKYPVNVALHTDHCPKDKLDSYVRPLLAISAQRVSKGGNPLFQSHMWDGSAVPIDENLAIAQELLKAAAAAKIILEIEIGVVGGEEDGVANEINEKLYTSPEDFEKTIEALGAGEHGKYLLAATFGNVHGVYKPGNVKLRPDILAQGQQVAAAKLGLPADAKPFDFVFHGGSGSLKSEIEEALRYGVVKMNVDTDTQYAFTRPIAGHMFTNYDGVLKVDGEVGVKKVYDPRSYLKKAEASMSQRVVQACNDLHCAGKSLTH
# BoNT A protease – blocks Botulinum neurotoxin A light chain protease | multiplex microsphere protease substrate cleavage, flow cytometry | inhibition, % at 10 µM | actives 0.17% (n = 360,000) | AID 588499; also: plate controls were buffer without enzyme for full effect and enzyme alone for no effect
# GDH-TPI counter – inhibits GDH-TPI coupling enzymes, artifact for Mtb FBA screen; AID 588335; GDH-TPI coupled enzyme counterscreen, NADH absorbance; inhibition, % at 4.8 µM; actives 1.2% (n = 360,000); in the data active = inhibition above about 30%;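 also: 0% = DMSO wells and 100% = wells lacking the enzyme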
# BoNT-F LC inh – inhibitors of Botulinum neurotoxin F light chain protease; inhibition, % at 10 µM; Multiplex microsphere protease cleavage assay, flow cytometry; AID 588497; actives 0.22% (n = 360,000); in the data active = inhibition above about 35%, passing the limit was not always enough; inconclusive = no clear call, values can overlap the other calls; also: plate controls were buffer without enzyme for full effect and enzyme alone for no effect
# UGM FP inh – inhibitors of M. tuberculosis UDP-galactopyranose mutase. P9WIQ1. purified UGM, fluorescence polarization probe displacement. inhibition, % at 10 µM. actives 0.06% (n = 320,000). AID 504406; in the data active = inhibition above about 10%, passing the limit was not always enough; inconclusive = no clear call, values can overlap the other calls
# Target sequence (P9WIQ1 whole entry, looked up): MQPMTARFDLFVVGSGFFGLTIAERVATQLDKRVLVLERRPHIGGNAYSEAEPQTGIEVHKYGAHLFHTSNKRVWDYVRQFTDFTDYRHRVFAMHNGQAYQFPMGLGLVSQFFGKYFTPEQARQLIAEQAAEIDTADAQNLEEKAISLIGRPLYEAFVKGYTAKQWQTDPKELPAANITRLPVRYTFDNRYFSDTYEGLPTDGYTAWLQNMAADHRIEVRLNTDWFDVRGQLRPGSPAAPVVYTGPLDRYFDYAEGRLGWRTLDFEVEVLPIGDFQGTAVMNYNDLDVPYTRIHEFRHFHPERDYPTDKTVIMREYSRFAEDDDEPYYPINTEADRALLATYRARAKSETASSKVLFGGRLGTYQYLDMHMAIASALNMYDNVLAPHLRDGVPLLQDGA
# The depositor's hits bear a star; ? = inconclusive; . = no result given; & = joins results of further samples. Rule as the data show it, unless noted: active = inhibition above about 30%; inconclusive = no clear call, values can overlap the other calls; inactive = below that.
SMILES,FadD28 FP inh,Anthrax LF inh2,PfHsp40 rescue,Mtb BioA inh,FBA Mtb inh,BoNT A protease,GDH-TPI counter,BoNT-F LC inh,UGM FP inh
CCOC(=O)C1=C(C)NC(SC)=C(C#N)C1CC(C)C (configuration not stated),-2.1,.,-1.3,2.5,1.9,.,32.4*,.,1.8
Nc1c(Cl)ncnc1N/N=C/c1ccncc1,0.4,-3.9,.,2.5,-3.8,-0.1,48.0*,-0.9,1.4
COCCCNC(=S)Nc1ccc2c(c1)OCCO2,-1.5,-1.6,-1.0,-1.4,1.5,0.3,-1.6,-3.1,0.1
CN(C(=O)C1CC1)C1CCS(=O)(=O)C1 (configuration not stated),-1.3,-3.3,-0.1,0.1,-0.3,0.7,13.7,5.9,0.6
Cc1cccc(C(C(N)=O)c2ncc(C(F)(F)F)cc2Cl)c1 (configuration not stated),0.7,-1.7,-2.0,.,1.6,0.0,-2.2,-3.4,0.2
Cc1cccc(/C=N/NC(=O)c2ccc(Br)cc2)c1,-3.2,-1.4,1.0,-0.7,-7.4,-0.9,3.3,-8.1,1.2
CCN(CC)c1ccc(SS(=O)(=O)O)cc1,-0.5&-4.0,-0.1&-0.7,0.0&-0.6,-3.8&0.3,5.1&-2.4,0.7&1.4,11.9&0.7,-3.0&11.8,2.7&-2.6
C/C(=N\NC(=O)c1ccccc1[N+](=O)[O-])c1c(O)cc(C)oc1=O,0.4,-3.7,1.0,-2.8,1.3,-0.9,14.1,-13.3,1.8
Cc1ccc(Cn2nc(C)c(NC(=O)CSc3n[nH]c(C)c3[N+](=O)[O-])c2C)cc1,-2.1,-4.8,0.8,.,-0.5,0.0,9.0,-3.7,-0.8
Cc1cccc(C)c1NC(=O)C1CCN(S(C)(=O)=O)CC1,3.7,-24.2,-0.4,-3.3,4.4,-4.8,4.3,-9.9,-0.7
COc1cccc2cc(C(=O)NCc3ccccc3Br)c(=O)oc12,-4.3,-2.3,0.1,-2.8,1.4,-1.4,-3.0,4.4,2.0
C[C@@H]1ON(C)[C@H]2C[C@H]3c4cc(-c5cccc(F)c5)ccc4CCN3C(=O)[C@@H]12,-0.4,-2.6,-0.3,-8.4,-1.3,0.0,8.3,-3.4,.
CCSC1=NCCN1S(=O)(=O)c1ccc2ccccc2c1,-3.1,-2.5,1.3,.,-0.5,-0.2,-5.0,2.0,1.5
COc1cccc2cc(C(=O)C3=C(O)C(=O)N(CCN4CCOCC4)C3c3cccc(Cl)c3)oc12 (configuration not stated),-3.4,5.4,-0.6,3.4,6.8,4.2,12.7,3.1,-1.4
Cc1nn(-c2ncc(C(F)(F)F)cc2Cl)c(=O)n1-c1ccc(F)cc1,0.3,9.7,-0.5,.,7.6,1.1,2.4,13.9,1.1
CC1(C)CC(=O)C=C(NCc2ccc(C(=O)O)cc2)C1,-0.7,-5.5,1.2,-0.7,-3.2,-1.3,19.0,-9.2,-1.0
Cc1ccc(CN2CCN(Cc3cccc(-n4cccn4)c3)CC2CCO)cc1 (configuration not stated),0.7,-1.2,-0.6,0.6,-1.4,-0.3,6.7,-1.0,0.0
CN(Cc1cnn(-c2ccc(F)cc2)c1)Cc1nc(Cc2ccccc2)no1,-1.9,0.9,-0.1,-0.6,-2.4,-0.2,-3.1,-7.5,2.1
COc1ccccc1-n1ccnc(SCC(=O)NC2CCCC2)c1=O,0.1,-5.6,1.1,.,4.0,0.0,10.0,-5.3,.
O=C(COc1cc(Cl)ccc1Cl)N1CCNC1=O,-5.1,-4.6,0.6,-0.7,-0.9,-5.3,-15.4,-10.7,.
COc1ccc(OC)c(C(O)c2ncc(-c3ccccc3OC)[nH]2)c1 (configuration not stated),-0.9,-1.4,.,-0.2,1.9,-0.2,4.5,-7.8,.
CC(C)(C)c1cc(-c2nc(N)nc(N)n2)cc(C(C)(C)C)c1,-1.4,1.9,-0.2,.,1.1,-0.8,-1.1,-2.8,-1.5
Cc1cnccc1CN(C)Cc1nc(Cc2ccccc2Cl)no1,-4.6,-2.7,-2.1,-2.2,-0.2,-0.8,0.0,-3.2,0.9
CCC(C)NC(=O)CSc1nc2ccsc2c(=O)n1-c1ccc(OC)cc1 (configuration not stated),-4.8,-3.1,-1.3,.,-0.8,0.8,-4.6,13.9,-0.4
CN(C(=O)CSc1nnc(Cc2cccs2)n1C1CC1)C1CCS(=O)(=O)C1 (configuration not stated),-1.3,?,-0.8,1.6,0.8,4.7,5.0,6.1,.
O=C(C1CC(=O)N(C2CCCC2)C1)N1CCN(c2ccccc2)CC1 (configuration not stated),-1.7,0.2,-0.9,3.9,-1.4,3.0,1.4,5.4,-1.2
O=C(CCc1ccccc1)Nc1ccc(S(=O)(=O)N2CCCC2)cc1,-2.4,-1.1,-0.7,.,-3.0,-0.6,8.7,-4.9,0.4
CC1C(=O)N2CCCc3cc(NC(=O)c4ccccc4Br)cc1c32 (configuration not stated),-2.1,2.7,0.4,3.5,-1.9,-0.2,-6.2,2.2,2.1
CC1CCCCC1NC(=O)CN1C(=O)COc2ccccc21 (configuration not stated),-1.0,6.3,-2.0,5.2,0.4,3.4,8.2,9.8,1.3
CCN(CCCNS(=O)(=O)c1ccc2c(c1)oc(=O)n2C)c1cccc(C)c1,1.1,-6.4,-1.4,0.6,1.1,-0.8,5.9,-16.4,0.3

# Molecules listed so far containing a nitro group on carbon:
SMILES,FadD28 FP inh,Anthrax LF inh2,PfHsp40 rescue,Mtb BioA inh,FBA Mtb inh,BoNT A protease,GDH-TPI counter,BoNT-F LC inh,UGM FP inh
C/C(=N\NC(=O)c1ccccc1[N+](=O)[O-])c1c(O)cc(C)oc1=O,0.4,-3.7,1.0,-2.8,1.3,-0.9,14.1,-13.3,1.8
Cc1ccc(Cn2nc(C)c(NC(=O)CSc3n[nH]c(C)c3[N+](=O)[O-])c2C)cc1,-2.1,-4.8,0.8,.,-0.5,0.0,9.0,-3.7,-0.8

# Following part
SMILES,FadD28 FP inh,Anthrax LF inh2,PfHsp40 rescue,Mtb BioA inh,FBA Mtb inh,BoNT A protease,GDH-TPI counter,BoNT-F LC inh,UGM FP inh
Cc1ccc(-c2nnc(-c3cc(C)on3)o2)cc1,-0.2,-6.0,0.5,-2.1,9.2,-0.1,0.7,-8.7,3.6
Cc1ccc2nc(-c3ccncc3)cc(C(=O)Nc3ccc(OC(F)F)cc3)c2c1,0.4,-2.0,-0.7,-0.6,-1.8,-0.4,2.4,-0.5,1.7
CCN(CC)C(=O)c1cn(C)c2ccc(S(=O)(=O)N(CC)CC)cc2c1=O,-2.3,4.5,-0.8,1.1,-1.1,-0.5,14.8,1.1,1.0
Cc1nc(CC(=O)N/N=C/c2ccc(OCC(=O)O)cc2)cs1,-0.5,.,-0.3,.,6.2,.,3.9,.,-0.5
O=C(Nc1c2c(nn1-c1cccc(Cl)c1)CS(=O)C2)c1ccc2c(c1)OCO2 (configuration not stated),-3.2,-0.9,0.5,0.4,-1.3,0.3,4.8,4.2,5.6
C=CCNc1ncnc2c1ncn2[C@H]1CN(Cc2cccs2)C[C@@H](CO)O1,0.1,2.7,.,-0.5,1.8,-0.1,-4.9,2.8,.
CC1CCN(c2c([N+](=O)[O-])nn(-c3ccc4c(c3)OCCO4)[n+]2[O-])CC1,-0.3,-12.8,0.3,-0.4,-2.4,-1.0,9.2,-2.7,0.0
CN(CC(=O)Nc1cccc(F)c1)C(=O)c1ccc(COc2ccccc2)o1,-1.5,-4.7,2.2,-0.5,3.3,-2.2,1.4,0.4,-4.1
CCc1ccc(C(=O)N2CCCN(C)CC2)s1,-2.9,-1.9,-1.2,1.4,-1.3,1.8,-4.5,2.5,1.8
CCN(Cc1ccncc1)Cc1c(O)ccc2cc(Br)ccc12,-0.9,-4.5,.,.,0.8,-1.0,3.8,3.0,.
O=C(Cc1ccc(Cl)c(Cl)c1)N/N=C/c1cccnc1,-1.6,6.5,-0.7,-0.9,3.2,1.3,8.8,5.9,-2.5
CCOC(=O)/C=c1\s/c(=C\c2ccc(C(F)(F)F)cc2)c(=O)n1CC(=O)NCc1ccco1,-0.8,-0.5,-0.8,.,0.7,-0.9,18.7,-1.0,2.4
CCN(CC(=O)Nc1c(F)cccc1F)C(=O)CCOc1ccc(C)cc1,-3.5,-4.5,-1.7,-0.4,0.8,3.6,-9.1,4.3,2.5
O=C(NC1CC1)c1ccccc1,-2.1,-3.4,.,-1.1,-1.9,-0.3,-1.3,5.1,.
CCOC(=O)c1ccc(-n2ncc(C(=O)OCC)c2N)cc1,-2.5,0.4,0.2,-1.8,3.0,0.7,11.2,12.4,0.6
CCC(=O)N1CCC(C)(C(=O)Nc2cc(OC)c(OC)c(OC)c2)C1 (configuration not stated),-0.4,-4.7,.,3.2,0.3,-0.3,4.9,0.1,.
COc1ccc(C(=O)N2CCC(C(=O)Nc3ccc(C)cc3)CC2)cc1,-2.0,-0.9,-0.2,.,1.8,-0.4,6.7,0.9,0.7
COc1ccc(-c2cc(-c3ccc(C)cc3)nc(SCc3nnc(-c4ccccc4)o3)c2C#N)cc1OC,-0.8,-0.6,0.2,0.0,-0.3,2.3,2.2,-0.4,-1.5
COc1cc(OC)c(NC(C)C(=O)NCc2ccccc2)cc1Cl (configuration not stated),-2.7,3.3,0.2,.,1.8,1.7,-3.5,13.7,0.3
Cc1cccc(OCc2nnc(N)s2)c1C,-4.8,0.6,0.2,-0.7,11.3,0.9,7.5,17.6,0.5
CCC(CO)Oc1cc(NC(=O)Cc2ccccc2F)c2ncn(C(C)C)c2c1 (configuration not stated),-3.6,-5.4,0.5,0.8&0.9,0.7,0.0,3.6,4.2,5.5
NC(=O)C1CCN(C(=O)CSc2nc3ccccc3o2)CC1,-2.2,-1.1,0.2,0.6,0.4,-0.2,12.1,15.7,.
CCn1c(N2CCN(C(=O)/C=C/c3ccccc3)CC2)nc2ccccc21,-0.5,0.4,1.6,.,0.3,-0.5,7.8,-2.2,-0.9
COc1cccc(C(=O)Nc2nnc(-c3ccc(Cl)cc3)o2)c1,-4.2,-2.4,2.2,-0.1,-2.1,-1.4,2.8,-14.6,2.5
Cc1cccc(NC(=O)Cc2ccc(-c3ccccc3)cc2)n1,-1.2,-3.4,0.4,-1.5,1.4,0.8,2.4,6.0,0.3
O=C(O)C[C@H]1c2cc(F)ccc2S(=O)(=O)N1C1CCCCC1,0.0,3.6,4.4,1.7,-1.8,-0.4,-0.9,2.9,-4.0
CCO[C@H]1OC(C(=O)NCc2ccccc2)=C[C@@H](c2coc3ccccc3c2=O)[C@@H]1CCCO,.,0.4,1.9,.,2.5,0.0,-10.8,-6.0,1.6
Cc1ccc(CC(=O)N(C)CC(=O)Nc2ccc(N3CCOCC3)cc2)cc1C,0.1,.,-1.2,-1.1,2.4,.,3.9,.,2.1
Nc1nnc(-c2cn(-c3ccccc3)nc2-c2ccc(Cl)cc2)o1,-2.1,-7.0,-0.8,.,11.4,-0.1,0.0,-7.2,-1.1
CCOc1ccc(CCNC(=O)c2ccc(CS(=O)Cc3ccccc3Cl)o2)cc1 (configuration not stated),0.6,-4.0,-1.1,-0.1,1.2,-0.4,6.7,-7.2,0.6
CC1(c2ccc(Cl)cc2)NC(=O)N(CC(=O)N2CCN(C(=O)c3cccs3)CC2)C1=O (configuration not stated),-3.0,-1.6,.,0.5,1.3,0.2,0.9,6.8,.
CC(Nc1ccnc2cc(Cl)ccc12)c1ccc(S(N)(=O)=O)cc1 (configuration not stated),-2.2,4.1,1.9,6.0,6.4,0.8,-1.6,6.0,-4.4
CC(C)(C)OC(=O)N1CCC(NC(=O)c2[nH]cnc2C(=O)Nc2ccc(Cl)cc2)CC1,-1.3,1.5,-1.4,-1.0,1.4,0.8,9.4,4.1,4.1
CCCN(CCC)CCCNC(=O)CCNS(=O)(=O)c1ccc(Br)cc1,-0.8,-1.1,-0.5,.,-0.5,-0.9,7.0,-6.8,-1.9
CCCN(CC(=O)Nc1ccccc1C)C(=O)c1cc2ccccc2oc1=O,0.0,0.3,.,.,2.3,0.1,13.8,-3.8,.
COc1ccc(CN(CC(=O)NCc2ccccc2)C(=O)c2csnn2)cc1,-1.7,1.3,-0.2,.,0.7,0.6,3.2,-2.9,2.7
